Screening results from PubChem.
BaF3 parental – counter-screen for JAK2V617F inhibitors: parental Ba/F3 viability inhibitors. AID 1486. CellTiter-Glo ATP luminescence. inhibition, % at 5.6 µM. actives 1.1% (n = 220,000);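 active = inhibition above a per-campaign cutoff, the mean inhibition of all tested compounds plus 3 SD, cut at about 27% in these data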;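 note: 0% = DMSO wells and 100% = JAK Inhibitor I control wells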
p97 inhibitor – blocks human p97 ATPase activity. actives 0.42% (n = 220,000). P55072. inhibition, % at 8 µM. recombinant p97 ATPase, Kinase-Glo ATP luminescence, 3 h. AID 1481; in the data active = inhibition above about 15%;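 note: 0% = DMSO vehicle and 100% = wells lacking enzyme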
Target sequence (P55072 whole entry, looked up): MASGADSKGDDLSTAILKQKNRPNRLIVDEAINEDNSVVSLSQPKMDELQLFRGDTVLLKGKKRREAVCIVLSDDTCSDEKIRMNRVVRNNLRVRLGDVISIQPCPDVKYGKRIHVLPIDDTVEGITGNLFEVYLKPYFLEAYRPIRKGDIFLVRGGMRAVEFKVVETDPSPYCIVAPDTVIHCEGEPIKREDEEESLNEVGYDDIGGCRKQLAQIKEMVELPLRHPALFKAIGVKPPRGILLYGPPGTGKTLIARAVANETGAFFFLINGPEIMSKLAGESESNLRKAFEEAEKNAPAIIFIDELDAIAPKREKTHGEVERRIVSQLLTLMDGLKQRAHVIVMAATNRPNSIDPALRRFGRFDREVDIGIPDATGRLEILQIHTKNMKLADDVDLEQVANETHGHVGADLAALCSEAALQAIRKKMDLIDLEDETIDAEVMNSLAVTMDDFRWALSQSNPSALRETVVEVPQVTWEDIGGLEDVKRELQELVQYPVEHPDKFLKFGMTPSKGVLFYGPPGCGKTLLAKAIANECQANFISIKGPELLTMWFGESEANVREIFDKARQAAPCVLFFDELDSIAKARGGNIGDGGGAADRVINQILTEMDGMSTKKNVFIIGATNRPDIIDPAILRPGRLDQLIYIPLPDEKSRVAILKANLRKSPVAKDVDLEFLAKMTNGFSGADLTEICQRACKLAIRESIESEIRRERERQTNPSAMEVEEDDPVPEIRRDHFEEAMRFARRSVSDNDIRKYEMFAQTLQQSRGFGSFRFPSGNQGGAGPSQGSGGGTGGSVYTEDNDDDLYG
RBBP9 inhibitor – human RBBP9 hydrolase inhibition | actives 0.2% (n = 220,000) | inhibition, % at 7.94 µM | recombinant RBBP9, FP-Rh probe fluorescence polarization | O75884;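 active = inhibition above the campaign mean of all tested compounds plus 3 SD, cut at about 14% in these data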;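 note: plate controls were DMSO wells with RBBP9 for no effect and wells lacking RBBP9 protein for full effect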
Target sequence (O75884 whole entry, looked up): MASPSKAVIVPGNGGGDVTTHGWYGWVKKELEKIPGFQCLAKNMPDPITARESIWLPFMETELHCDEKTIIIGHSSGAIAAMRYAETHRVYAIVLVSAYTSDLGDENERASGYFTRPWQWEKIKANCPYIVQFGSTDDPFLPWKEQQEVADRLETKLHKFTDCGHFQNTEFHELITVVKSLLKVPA
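Measured by: FP readout at 525/598 nm; material: recombinant human RBBP9; also added: Serine-hydrolase probe FP-Rh, 375 nM pre-mixing; medium: Tris buffer pH 8.0, NaCl, Pluronic; replication: one well per compound; doses: one concentration, 7.94 µM nominal, 0.794% DMSO; timing: preincubation 30 min plus labeling 45 min at 25 °C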
PGE2 EP2 inh – blocks the human prostaglandin E2 receptor EP2. P43116. C6 glioma cells expressing human EP2, cAMP TR-FRET; cells stimulated with saturating PGE2. inhibition, % at 25 µM. actives 0.52% (n = 260,000). AID 1422;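 active = percent inhibition above 40 after rounding to a whole number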;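 note: rat C6 glioma host cells with rolipram phosphodiesterase inhibitor present; the protocol text gives 20 µM as final concentration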
Ba/F3 V617F tox – lowers viability of Ba/F3 cells expressing EpoR and JAK2V617F; ATP luminescence; inhibition, % at 5.6 µM; actives 1.1% (n = 220,000);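 active = inhibition above the campaign mean plus 3 SD over all tested compounds, cut at about 24% in these data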;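 note: cytokine-independent growth of Ba/F3 cells driven by EpoR plus mutant JAK2; 0% = DMSO-treated cells and 100% = JAK inhibitor I control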
Furin inh – human furin inhibition | purified furin, fluorogenic substrate cleavage | inhibition, % at 30 µM | P09958 | AID 463115 | actives 0.061% (n = 220,000); in the data active = inhibition above about 25%; note: inactives centre near -15
TbHK1 inh – T. brucei hexokinase 1 inhibition. recombinant TbHK1, G6PDH-coupled NADH A340. inhibition, % at 10 µM. actives 0.11% (n = 220,000). AID 1430;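 active = inhibition of 50% or more in the single-dose primary screen; inactive = inhibition below 50%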
PPC-1+TRAIL kill – PPC-1 cancer cell killing with TRAIL present; PPC-1 cells + TRAIL, ATPLite viability luminescence; cell killing (% activity), % at 4 µM; actives 0.41% (n = 220,000);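 active = cell killing above 50% in the first pass at 4 µM, then a duplicate retest at 5 µM averaging 50% or more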;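 note: plate controls were cells with TRAIL plus DMSO for no effect and medium-only wells lacking cells for full effect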
p47phox inh – blocks human p47phox regulatory protein of NADPH oxidases; inhibition, % at 24.7 µM; actives 0.53% (n = 220,000); AID 1274; P14598; p47phox/p22phox peptide binding, fluorescence polarization, 2 h;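 active = inhibition above about 30%, limit read from the data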;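 note: 0% = p47phox with labelled peptide and 100% = labelled peptide alone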
Starred values were filed as active, the others as inactive; / = no result given; & = joins results of further samples; [ ] = dose if it differs, or a comment. An excerpt; count on the stated rates, not on these rows.

Below each SMILES – BaF3 parental	p97 inhibitor	RBBP9 inhibitor	PGE2 EP2 inh	Ba/F3 V617F tox	Furin inh	TbHK1 inh	PPC-1+TRAIL kill	p47phox inh
> N/C(=N\OC(=O)Cc1ccccc1[N+](=O)[O-])c1ccc(Br)cc1
 : 3	3	-2	7	-2	-19	-1	12	0
> Cc1cc(NC(=O)CSc2nc(-c3cccs3)cc(C(F)(F)F)n2)no1
 : 3	0	-5	15	-5	-23[20 µM]	-6	-3	4
> O=C(CCN1C(=O)c2ccccc2C1=O)Nc1sc2c(c1C(=O)NCC1CCCO1)CCC2 (stereo not given)
 : 1	-2	-1	2	0	-4	27	-8	-3
> CC1=NN(c2ccccc2)C(=O)/C1=C/c1ccc[nH]1
 : 2	4	-2	4	-3	-8	23	3	-10
> O=C(Nc1nnc(SCC(=O)N2CCCc3ccccc32)s1)c1cccc2ccccc12
 : -1	3	-2	14	-3	-10	31	36	-11
> CCCS(=O)(=O)NCc1ccc2c(c1)cc(C)n2C
 : 4	2	-10	11	-3	-17	1	15	-9
> CCOC(=O)c1sc(NC(=O)c2ccc3ncsc3c2)nc1C
 : -2	2	-5	15	-4	-15	-5	41	-5
> O=C(CN1C(=O)CSc2ccc(S(=O)(=O)N3CCOCC3)cc21)NCc1cccnc1
 : 0	1	-8	3	2	-23	0	21	6
> COc1cccc(/C=N/NC(=O)c2ccccc2N(Cc2ccccc2)S(=O)(=O)c2ccccc2)c1OC
 : 1	4	-10	/	-1	-10[20 µM]	-5	3	1
> COc1ccc2nc(C)cc(C(=O)O)c2c1
 : 0	8	-6	11	-6	7	-9	-19	4
> Cc1cc(C(=O)NC2=NCCS2)cs1
 : 1	2	-4	8	-3	-22[20 µM]	4	32	-9
> COc1cc2[nH]c(=O)n(Cc3ccc(C(=O)NC4CCCC4)cc3)c(=O)c2cc1OC
 : 7	-1	-3	5	1	-19[20 µM]	-10	9	-12
> CCCC(=O)Nc1cccc(NC(=O)c2ccccc2Br)c1
 : 6	3	-3	6	2	-17[20 µM]	-4	6	-5
> COC(=O)Nc1ccc(S(=O)(=O)N2CCCC(C(=O)Nc3cccc4c3OCCO4)C2)cc1 (stereo not given)
 : 0	3	-13	8	-4	-19[20 µM]	-2	1	-16
> COc1ccc(CC(=O)OCc2cc3ccccc3[nH]c2=O)cc1
 : 5	2	6	-6	-1	-19	-4	1	-18
> CCc1ccc(-c2cc(C(=O)N/N=C/c3ccco3)[nH]n2)cc1
 : 10	4	-11	6	2	-15	-12	5	-10
> COc1ccc(C)cc1NS(=O)(=O)c1cc(C)ccc1C
 : 1	-4	-6	6	1	-3[20 µM]	-4	7	-1
> COc1cccc(NC2c3ccccc3C(=O)N2Cc2ccco2)c1 (stereo not given)
 : 5	9	0	12	-4	-21	-1	29	-17
> CC1CCCC(NC(=O)CCn2c(=O)oc3ccccc32)C1C (stereo not given)
 : 3	2	0	11	-1	-14	0	-6	-8
> COc1ccc(C(=O)NC(CC(C)C)C(=O)O)cc1OC (stereo not given)
 : 2	5	-1	-2	-5	-13[20 µM]	-7	7	6

12 entries from above, sorted by SMILES length, largest number first.
Below each SMILES – BaF3 parental	p97 inhibitor	RBBP9 inhibitor	PGE2 EP2 inh	Ba/F3 V617F tox	Furin inh	TbHK1 inh	PPC-1+TRAIL kill	p47phox inh
> COC(=O)Nc1ccc(S(=O)(=O)N2CCCC(C(=O)Nc3cccc4c3OCCO4)C2)cc1 (stereo not given)
 : 0	3	-13	8	-4	-19[20 µM]	-2	1	-16
> O=C(CCN1C(=O)c2ccccc2C1=O)Nc1sc2c(c1C(=O)NCC1CCCO1)CCC2 (stereo not given)
 : 1	-2	-1	2	0	-4	27	-8	-3
> O=C(CN1C(=O)CSc2ccc(S(=O)(=O)N3CCOCC3)cc21)NCc1cccnc1
 : 0	1	-8	3	2	-23	0	21	6
> N/C(=N\OC(=O)Cc1ccccc1[N+](=O)[O-])c1ccc(Br)cc1
 : 3	3	-2	7	-2	-19	-1	12	0
> CCc1ccc(-c2cc(C(=O)N/N=C/c3ccco3)[nH]n2)cc1
 : 10	4	-11	6	2	-15	-12	5	-10
> COc1ccc(CC(=O)OCc2cc3ccccc3[nH]c2=O)cc1
 : 5	2	6	-6	-1	-19	-4	1	-18
> COc1cccc(NC2c3ccccc3C(=O)N2Cc2ccco2)c1 (stereo not given)
 : 5	9	0	12	-4	-21	-1	29	-17
> CCOC(=O)c1sc(NC(=O)c2ccc3ncsc3c2)nc1C
 : -2	2	-5	15	-4	-15	-5	41	-5
> COc1ccc(C(=O)NC(CC(C)C)C(=O)O)cc1OC (stereo not given)
 : 2	5	-1	-2	-5	-13[20 µM]	-7	7	6
> CCCS(=O)(=O)NCc1ccc2c(c1)cc(C)n2C
 : 4	2	-10	11	-3	-17	1	15	-9
> COc1ccc2nc(C)cc(C(=O)O)c2c1
 : 0	8	-6	11	-6	7	-9	-19	4
> Cc1cc(C(=O)NC2=NCCS2)cs1
 : 1	2	-4	8	-3	-22[20 µM]	4	32	-9

3 compounds from above, ordered by the value under RBBP9 inhibitor, highest first:
molecule,p97 inhibitor,RBBP9 inhibitor,Furin inh,TbHK1 inh,p47phox inh
COc1cccc(NC2c3ccccc3C(=O)N2Cc2ccco2)c1 (stereo not given),9,0,-21,-1,-17
COc1ccc(C(=O)NC(CC(C)C)C(=O)O)cc1OC (stereo not given),5,-1,-13[20 µM],-7,6
N/C(=N\OC(=O)Cc1ccccc1[N+](=O)[O-])c1ccc(Br)cc1,3,-2,-19,-1,0

Further results:
Below each SMILES – BaF3 parental	p97 inhibitor	RBBP9 inhibitor	PGE2 EP2 inh	Ba/F3 V617F tox	Furin inh	TbHK1 inh	PPC-1+TRAIL kill	p47phox inh
> CS(=O)(=O)N1CCCC(C(=O)NCCc2ccccc2)C1 (stereo not given)
 : -2	0	-2	9	-4	-24[20 µM]	1	19	1
> Cc1ccccc1-c1nc(CN2CCC(C(=O)NCc3cccnc3)CC2)c(C)o1
 : 6	-8	-9	5	2	-7[20 µM]	4	-8	-29
> CN(c1ccccc1)S(=O)(=O)c1cc(C(=O)c2nccn2C)ccc1Cl
 : 9	1	1	4	2	-26	-1	14	-12
> S=C(Nc1ccc(Cl)cc1)Nc1cccc2cnccc12
 : 7	18*	-5	8	12	-7	-7	16	-11
> CCN1C(=O)CSc2ccc(C(=O)NCc3ccco3)cc21
 : 4	5	-7	3	1	-29	0	3	-6
> O=C(O)CCCC(=O)Nc1ccc(Oc2cccc(C(F)(F)F)c2)nc1
 : -2	1	0	11	-2	-20	-4	3	-16
> CCOC(=O)Cn1c2c(c(=N)c3c1CCC3)CCCC2
 : 9	-2	-9	5	1	-5	2	4	5
> Cc1ccc(S(=O)(=O)N2CCOCC2)cc1C(=O)N(C)CCOc1ccc(Cl)cc1
 : 5	-9	-10	0	4	-7	-8	16	-2
> Cc1ccc(NC(=O)C2OCCc3ccccc32)cc1C (stereo not given)
 : 10	1	-1	9	-1	-15	11	13	-3
> NNC(=O)CS(=O)(=O)c1ccc(Cl)cc1
 : -2	11	-3	9	-4	-6	-4	12	2
> CCOC(=O)C1=C(c2ccccc2)NC(=O)N(C(C)=O)C1c1cccc([N+](=O)[O-])c1 (stereo not given)
 : 8	4	-5	1	4	-16	7	18	-4
> COc1ccc(C2CC(c3cccs3)=NN2C(=O)COC(=O)c2cncc(Br)c2)cc1OC (stereo not given)
 : -2	2	2	7	-1	-17	-11	-2	-75
> O=C(CCN1C(=O)c2ccccc2C1=O)NC(=S)Nc1ccccc1
 : 1	5	-3	5	-1	-14	2	-22	0
> Fc1ccc(N2CN(Cc3cccnc3)CNC2=S)cc1
 : 1	-3	-3	9	-3	-29	-10	5	3
> Cc1cc(=O)[nH]c2nnnn12
 : 1	4	-4	5	-3	-12	-10	-3	8
> O=C1COc2ccc(NC(=O)N3CCN(c4ccc(F)cc4)CC3)cc2N1
 : 1	1	5	8	-5	-19[20 µM]	3	10	-2
> COc1ccc(C(=O)O)cc1NS(=O)(=O)c1cccc2nsnc12
 : 1	5	-3	12	-1	-8	-6	26	-20
> O=C(COC(=O)c1cc([N+](=O)[O-])ccc1NCCO)Nc1ccc2c(c1)OCO2
 : 2	-1	-5	7	-3	-16	1	15	-4
> Cc1cc2nc(C)n(CCCNC(=O)Nc3ccc(C#N)cc3)c2cc1C
 : 5	-5	-16	14	8	-6	2	6	-17
> Cc1nonc1OC(C)CNc1ccc([N+](=O)[O-])cc1 (stereo not given)
 : 3	3	-10	5	0	-5[20 µM]	-7	6	-5
> Nc1nc(C2CCCN2S(=O)(=O)c2ccc(Cl)cc2)cs1 (stereo not given)
 : 6	-6	-5	13	4	-3	8	12	-11
> O=C(N1CCOCC1)N(CCN1CCOCC1)Cc1cccc(Cl)c1
 : 4	2	-5	10	1	-23[20 µM]	-5	1	-13
> CSc1nc2ccc(NC(=O)NC(=O)c3c(F)cccc3F)cc2s1
 : 1	-1	-6	11	2	-9	4	13	-13
> CCOC(=O)C1CCCN(C(=O)/C=C/c2ccc(Cl)cc2)C1 (stereo not given)
 : -1	-1	-8	6	0	-18	-1	7	-9
> O=S(=O)(Nc1nc2ccc(S(=O)(=O)N3CCCCC3)cc2s1)c1ccccc1
 : 3	-5	6	10	3	-7[20 µM]	12	0	-17
> CCCCn1c2nc3ccccc3nc2c2c(=O)n(-c3ccccc3)cnc21
 : 0	-2	-18	6	5	-4	-3	-14	0
> CCn1c(SCc2cccc(C(F)(F)F)c2)nnc1-c1ccco1
 : -2	2	-12	7	-1	-26[20 µM]	11	-4	-16
> CCn1c(C)c(C(C)=O)c(N2CCCC2)nc1=S
 : 2	4	-1	3	-3	-24	4	-2	0
> NC(=O)COc1ccccc1
 : -1	7	-12	8	-5	-23	-4	18	-3
> COC(=O)C(Cc1ccc(O)cc1)NC(=O)c1ccccc1 (stereo not given)
 : 2	3	-1	5	0	-23[20 µM]	0	-2	-6
> COc1ccc(CCNC(=O)COC(=O)Cn2cnc3ccccc3c2=O)cc1
 : -4	5	-2	6	-1	-14	6	14	0
> Clc1cccc(CSc2nnc(-c3c[nH]c4ccccc34)o2)c1
 : 0	0	-1	17	-3	-16[20 µM]	-1	18	-7
> CCOC(=O)CSc1cc(C)nc(NC(C)=O)n1
 : 0	-4	-3	10	4	-2	0	12	14
> Cc1[nH][nH]c(=O)c1C(c1ccc2c(c1)OCO2)c1c(C)[nH][nH]c1=O
 : 3	-1	-14	6	2	-11	5	2	-1
> COc1ccc(C(=O)Nc2ccc(S(=O)(=O)N3CCCCC3)cc2)cc1
 : -3	-5	-12	9	4	-14[20 µM]	-5	2	-4
> CCc1ccccc1NC(=S)NC1CC2CCC(C1)N2Cc1ccc(F)cc1 (stereo not given)
 : 4	5	-1	2	0	-5	6	0	-5
> COc1ccccc1OCCCC(=O)NC(C)c1ccccc1 (stereo not given)
 : 2	3	4	2	0	-32	-6	6	/
> CCCc1nc2ccccc2c(=O)n1N
 : 6	3	6	12	0	-23[20 µM]	4	-4	3
> CCOc1ccc2c(O)csc2c1
 : -2	1	-8	8&6	-3	-27[20 µM]	-9	26	-16
> O=C1c2ccccc2C(=O)N1CCCC(=O)N1CCCc2ccccc21
 : 7	-1	-9	9	1	-25[20 µM]	2	4	-2
